Screening results as filed in PubChem.
FBW7 activator = FBW7 E3 ligase activators, primary screen, biochemical, AlphaScreen, human. F-box/WD repeat-containing protein 7 (Homo sapiens), Q969H0. AlphaScreen FBW7–phospho-cyclin E peptide binding, activator screen. normalized activity (activation), % at 26.1 µM. hit rate 0.13% among 650,000; in the data active = normalized activity above about 1.9%;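 note: purified mutant Fbw7 with reduced substrate affinity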
GPR151 ag = activators of human GPR151, primary screen, cell-based, PathHunter beta-arrestin, luminescence; hit rate 1% among 650,000; PathHunter beta-arrestin GPR151 cells; G-protein coupled receptor 151 (Homo sapiens), Q8TDV0; AID 1508602, 2020; activation, % at 11.2 µM; in the data active = activation above about 4.9%;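 note: 0% = median of compound wells and 100% = cells with positive control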
Target sequence (Q8TDV0 whole entry, looked up): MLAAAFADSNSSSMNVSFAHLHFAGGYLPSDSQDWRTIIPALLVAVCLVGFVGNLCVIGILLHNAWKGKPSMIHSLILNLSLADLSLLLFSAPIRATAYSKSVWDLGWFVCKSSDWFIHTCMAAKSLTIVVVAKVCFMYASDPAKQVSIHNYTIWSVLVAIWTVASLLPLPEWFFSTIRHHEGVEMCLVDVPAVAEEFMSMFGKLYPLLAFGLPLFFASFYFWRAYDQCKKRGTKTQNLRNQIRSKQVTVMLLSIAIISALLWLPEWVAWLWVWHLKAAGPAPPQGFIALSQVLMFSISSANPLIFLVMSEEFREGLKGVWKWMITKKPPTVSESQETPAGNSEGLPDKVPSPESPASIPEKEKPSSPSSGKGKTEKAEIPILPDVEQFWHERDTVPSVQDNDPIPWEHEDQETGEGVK
TEAD-YAP inh = TEAD-YAP interaction inhibition, primary screen, TEAD-YAP interaction inhibitor project, luminescence, HEK-TIYL cells; TEAD-Gal4/YAP UAS-luciferase luminescence; inhibition, % at 9.12 µM; hit rate 1.4% among 640,000; AID 1259422, 2018; in the data active = inhibition above about 32%;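 note: 0% = median of test compound wells and 100% = reference inhibitor wells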
MITF inh = MITF inhibitors, primary screen, biochemical, AlphaScreen, human. Microphthalmia-associated transcription factor (Homo sapiens), O75030. AlphaScreen MITF homodimerization, bead proximity signal. inhibition, % at 2.6 µM. hit rate 0.91% among 650,000. AID 1259374, 2018; in the data active = inhibition above about 50%;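 note: 0% = vehicle wells with protein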
Target sequence (O75030 whole entry, looked up): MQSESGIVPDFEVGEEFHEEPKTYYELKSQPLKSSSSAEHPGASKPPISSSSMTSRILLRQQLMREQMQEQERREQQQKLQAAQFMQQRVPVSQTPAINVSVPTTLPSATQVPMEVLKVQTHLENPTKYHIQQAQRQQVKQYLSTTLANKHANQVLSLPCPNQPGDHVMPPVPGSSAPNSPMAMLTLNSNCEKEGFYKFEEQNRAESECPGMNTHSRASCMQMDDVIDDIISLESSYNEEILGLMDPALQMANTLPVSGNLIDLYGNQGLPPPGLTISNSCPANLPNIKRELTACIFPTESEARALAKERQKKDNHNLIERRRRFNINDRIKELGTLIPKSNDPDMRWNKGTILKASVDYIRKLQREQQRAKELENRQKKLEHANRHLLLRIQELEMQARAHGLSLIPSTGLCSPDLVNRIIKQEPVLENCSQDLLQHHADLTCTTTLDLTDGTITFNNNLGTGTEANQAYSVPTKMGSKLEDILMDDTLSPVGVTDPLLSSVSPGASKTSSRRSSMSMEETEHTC
Numbers without * were called inactive; & = joins results of further samples.

Molecule	FBW7 activator	GPR151 ag	TEAD-YAP inh	MITF inh
CC(C)N(C(=O)COC(=O)c1cc(=O)c2ccccc2o1)C(C)C	-0.2	-0.4	-5	17
NC(N)=N[C@@H](CCC(=O)O)C(=O)O	-0.1	-0.6&-2.2	-17	-4&-3
O=C(Nc1nc2c(s1)CCc1ccccc1-2)c1cccc(F)c1	-0.1	0.2	-28	4
CCCOc1c(Br)cc(/C=C2/NC(=S)N(C(C)=O)C2=O)cc1OCC	0.3	-1.1	4	15
Cc1cc(NC(=O)NC(=O)c2cccc(Cl)c2)n[nH]1	0.1	-3.7	-39	3
CCOc1ccc(NC2OC(CO)C(O)C2O)c([N+](=O)[O-])c1 (stereo unspecified)	0.6	-1.4	-1	3
CCN1CCN(C(=O)C2CCN(S(=O)(=O)c3ccc4c(c3)oc(=O)n4C)CC2)CC1	0.1	0.7	2	-4
CCOC(=O)c1oc2ccccc2c1NC(=O)c1ccc(S(=O)(=O)N2CCCC(C)C2)cc1 (stereo unspecified)	0.1	0.1	3	7
CC(C)NC(=O)c1ccccc1NS(=O)(=O)c1ccc(Br)cc1	0.1	-0.3	-3	10
CCOC(=O)C1=C(C)N=c2s/c(=C\c3cc(OC)c(O)cc3Br)c(=O)n2C1c1ccccc1OC(C)C (stereo unspecified)	-0.1	0.9	-4	1
c1ccc(Cn2c(-c3ccccc3)nc3ccccc32)cc1	0.0	2.0	0	-8
CSc1ccccc1NS(=O)(=O)c1ccc(NC(C)=O)c(Cl)c1	0.8	-0.1	-1	5
COC(=O)N1CCc2cc(OC)c(OC)cc2C1c1ccccc1 (stereo unspecified)	0.0	2.4	-9	18
COc1cccc(NC(=O)c2c[nH]c3c(c(C)nn3-c3ccc(C)cc3)c2=O)c1	0.1	0.1	-2	1
COc1cccc(OC)c1OCCCOc1ccccc1C=O	0.3	-1.1	-3	12
Cc1cccc(NC(=O)CN(c2cccc(Br)c2)S(C)(=O)=O)c1	-0.1	2.2	1	-1
COc1ccccc1-n1c(SCC(=O)N2CCCCCC2)nc2c(sc(=S)n2-c2ccc(C)c(C)c2)c1=O	0.1	3.0	1	-2
Cc1c(C(=O)Nc2ccccc2Cl)sc2nc(C)n(C)c(=O)c12	0.1	-2.2	-31	5
CCOC(=O)c1ccc(NCCOC)c([N+](=O)[O-])c1	0.0	-2.1	-10	15
COC(=O)CSc1nnc2c3c(C)c(C)sc3nc(C(C)C)n12	-0.1	0.0	0	1
O=C(CCC1(Cc2ccco2)CCC(=O)N1)NCc1cc(C(F)(F)F)ccc1F (stereo unspecified)	0.1	0.8	5	4
CCN(/N=C\c1ccccc1O)C(=S)NC	-0.2	1.8	14	-9
CC(C)(C)c1ccc(S(=O)(=O)NNC(=S)NC2CCCC2)cc1	0.0	-0.1	2	1
Cc1cc(C)cc(NC(=O)NCCCNc2nc3cc4c(cc3cc2C#N)OCO4)c1	0.0	-0.1	2	-4
Cc1cn2c(=O)c(C(=O)Nc3ccc(Cl)cc3Cl)cnc2s1	-0.1	-1.8	-7	7
Cc1cc([N+](=O)[O-])c(N2CCC[C@@H]2C(=O)O)c([N+](=O)[O-])c1	0.1	1.4	1	2
CCCN(CCC)c1ncnc2c1c(-c1ccccc1)cn2-c1ccc(OC)cc1	-0.1	-1.5	-3	5
Cc1ccc(N2CCN(S(=O)(=O)c3ccc(F)cc3)CC2)cc1	-0.1	-0.2	6	0
C/C(N)=C(/C#N)C(=O)CSc1nnc(NCc2ccccc2)s1	0.0	-0.1	-9	7
Cc1ccc(NC(=O)C2C3C=CC4(O3)C2C(=O)N(C2CCCCC2C)C4C(=O)NC2CCCC(C)C2C)cc1C (stereo unspecified)	0.5	-1.3	3	4
O=C(NCc1ccco1)c1c(F)cccc1F	0.0	1.1	0	3
COc1ccc(CCNC(=O)CCCOc2cc(=O)n(C)c3ccccc23)cc1OC	0.1	2.8	0	0
COc1cc(C2Nc3ccccc3-c3cc(C)nn32)cc(OC)c1O (stereo unspecified)	-0.1	0.3	-8	-7
COc1ccc2c(C)cc(Cl)nc2c1	-0.1	0.7	13	7
COc1ccccc1-n1cc2ccc([N+](=O)[O-])cc2n1	0.0	1.2	-60	-9
COCCCn1c(C)cn2c3c(=O)n(CCc4ccccc4)c(=O)n(C)c3nc12	0.0	-0.7	-7	-1

Pulled one by one from above:
Molecule	FBW7 activator	GPR151 ag	TEAD-YAP inh	MITF inh
COCCCn1c(C)cn2c3c(=O)n(CCc4ccccc4)c(=O)n(C)c3nc12	0.0	-0.7	-7	-1
Cc1cc(C)cc(NC(=O)NCCCNc2nc3cc4c(cc3cc2C#N)OCO4)c1	0.0	-0.1	2	-4

(more compounds)
Molecule	FBW7 activator	GPR151 ag	TEAD-YAP inh	MITF inh
O=c1cc(NCc2ccccc2)[nH]c(=O)[nH]1	-0.2	1.4	-1	7
COc1ccc(/C=C/C(=O)NCc2ccccc2)cc1	0.6	-1.0	-9	4
CC(=O)Nc1nonc1NC(=O)CSc1nccc(=O)[nH]1	-0.1	1.8	-3	-2
O=C1NC(=S)S/C1=C/c1cc([N+](=O)[O-])ccc1O	0.1	-0.5	1	16
CC(C)[C@H](NC(=O)c1ccccc1Cl)C(=O)OCc1cc([N+](=O)[O-])cc2c1OCOC2	0.1	-2.6	-10	-9
Cc1nc(SCC(=O)NCc2ccc3c(c2)OCO3)c2c(C)c(C)sc2n1	0.0	-0.6	2	5
CC(C)(C)C(=O)Nc1cc2c(cc1C(=O)c1ccccc1)OCCO2	-0.1	0.5	6	-5
O=C(CCS(=O)(=O)c1ccc(Cl)cc1)OCc1nc2ccccc2s1	-0.1	1.6	-4	20
Cc1ccc(C2Nc3ccccc3NC3=C2C(=O)CC(c2ccc(Cl)cc2)C3)cc1[N+](=O)[O-] (stereo unspecified)	0.1	-1.3	7	14
Cc1nc2nc(SCC(=O)NCc3ccco3)nn2c(C)c1Cc1ccccc1	0.0	-1.4	-2	-3
COc1ccc(NC(=O)CN2CCN(c3ccccc3F)CC2)c(OC)c1	0.0	-0.7	5	16
Cc1nnc(-c2cc3ccccc3n2CC(=O)Nc2cccc(F)c2)o1	-0.2	1.6	3	9

Some entries already given, limited to GPR151 ag and FBW7 activator.
mol	GPR151 ag	FBW7 activator
C/C(N)=C(/C#N)C(=O)CSc1nnc(NCc2ccccc2)s1	-0.1	0.0
Cc1ccc(NC(=O)C2C3C=CC4(O3)C2C(=O)N(C2CCCCC2C)C4C(=O)NC2CCCC(C)C2C)cc1C (stereo unspecified)	-1.3	0.5
O=C(NCc1ccco1)c1c(F)cccc1F	1.1	0.0

Continuation:
Molecule	FBW7 activator	GPR151 ag	TEAD-YAP inh	MITF inh
COc1ccccc1C1C(C(N)=O)=C(C)Nc2nc(SCc3ccccc3)nn21 (stereo unspecified)	0.5	-0.6	-6	15
CONC(=O)c1ccc(C(=O)c2ccccc2)cc1	0.1	-1.5	-10	7
COc1ccc(C(=O)NNC(=O)Cc2csc(N)n2)cc1	-0.6	2.3	0	12
COc1cc(C(=O)Nc2cccc3ccccc23)cc(OC)c1OC	0.0	0.1	-3	1
CC1CCN(C(=O)C2CCN(Cc3cccc4ccccc34)CC2)CC1	0.0	1.5	0	29
Cc1ccc(N2C(=O)c3ccc([N+](=O)[O-])cc3C2=O)cc1Cl	-0.1	0.3	14	6
COc1cc(OC)cc(C(=O)Nc2nncs2)c1	0.0	0.1	4	8
c1ccc(C(c2c[nH]c3ccccc23)c2c[nH]c3ccccc23)nc1	0.3	-0.5	-24	15
O=C(CCCn1c(SCC(=O)NC2CCCCC2)nc2ccccc2c1=O)NCc1ccccc1	-0.1	0.6	0	-3
O=C(/C=C/c1cccs1)N1CCN(CCN2C(=O)c3cccc4cccc(c34)C2=O)CC1	0.4	-1.2	18	8
O=c1[nH]c(=O)n([C@H]2C[C@H](O)[C@@H](CO)O2)cc1I	0.1&0.0	-0.4&-2.4	-17	7&16
CN(C)CN1C(=O)S/C(=C/c2ccccc2Cl)C1=O	-0.1	-3.6	-33	14
CC(CNC(=O)COc1ccccc1)OC(=O)Nc1ccccc1 (stereo unspecified)	-0.1	0.6	2	-3
O=C(Nc1ccc(I)cc1)C1CCCN1C(=O)Oc1ccccc1 (stereo unspecified)	0.3	-0.7	2	18
c1ccc(Nc2ncnc3nc(-c4ccccc4)[nH]c23)cc1	0.0	-0.9	-4	10
COc1cccc(NC(=O)C2C3C=CC4(O3)C2C(=O)N(C(C)C)C4C(=O)NC2CCCCC2C)c1 (stereo unspecified)	0.0	0.3	4	-11
COc1ccc(-c2noc(C3CCCN(C(=O)c4ccccc4Cl)C3)n2)cc1 (stereo unspecified)	0.1	-0.6	3	-20
O=C1OC(c2ccccc2)=N/C1=C\c1cc2ccccc2nc1N1CCCCC1	0.2	0.0	2	0
COC(=O)c1ccc(CSCc2ccc(C(=O)OC)o2)o1	0.0	0.5	-20	5
COc1ccc(-c2n[nH]c(=S)o2)cc1	0.1	1.3	1	-5
CCc1ccc(CNc2ccc(S(N)(=O)=O)cc2)cc1	0.2	-0.2	8	4
COc1ccc(C2C(C(=O)OC3CCCC3)=C(C)NC3=C2C(=O)CC(c2ccc(OC)c(OC)c2)C3)c(OC)c1 (stereo unspecified)	0.1	0.4	7	10
C=CCC(O)(CC=C)CNc1nc2nonc2nc1N1CCCCC1	0.0	-0.1	14	7
COc1ccc(C2=N/C(=C\c3c(F)cccc3Cl)C(=O)O2)c(Cl)c1	0.4	-0.3	-4	12
COc1ccccc1OCC(=O)Nc1sc2c(c1C(N)=O)CCC(C)C2 (stereo unspecified)	0.0	-0.1	-30	6
OCCNc1nccn2c(-c3cccc4ccccc34)cnc12	0.5	-0.6	-17	3
O=C(NC(=S)Nc1ccc(-c2nc3ncccc3o2)cc1)c1ccccc1Cl	0.0	-1.2	-12	1
CCOC(=O)C1(Cc2cccc(Cl)c2)CCCN(C(=O)CN2CCCC2=O)C1 (stereo unspecified)	-0.1	-0.9	-8	-1
COc1ccc(/C=C/C(=O)N2CCC(C(N)=O)CC2)cc1	0.6	-0.9	-8	11
CCOc1ccc2nc(NC(=O)C3Cc4ccccc4O3)sc2c1 (stereo unspecified)	-0.1	-1.1	-14	3
COc1cc(C)c(Cl)cc1S(=O)(=O)NCCN1CCOCC1	0.5	0.4	-2	17
Brc1ccc(-n2cccc2/C=N/n2cnnc2)cc1	-0.1	2.4	4	-4
COC(=O)C1=C(N)Oc2c(oc(CO)cc2=O)C1c1ccncc1 (stereo unspecified)	-0.1	0.0	2	7
O=C(CC12CC3CC(CC(C3)C1)C2)Nc1ccccn1	-0.3	-0.4	6	4
O=C1CSC(c2c(F)cccc2Cl)N1c1cccc(C(F)(F)F)c1 (stereo unspecified)	0.3	1.5	-3	10
Cc1ccsc1/C=N/Nc1ccc([N+](=O)[O-])cc1	0.2	-0.8	-20	0
C/C=C(\C)CN1CCc2c(C(=O)N3CCCCC3C(=O)OC)c(OC)cc(=O)n2CC1 (stereo unspecified)	0.1	0.2	6	10
COc1ccc(C2=NN3C(C2)c2cc(Cl)ccc2OC3c2cccc(Cl)c2)cc1 (stereo unspecified)	-0.1	-1.4	-34	2
O=C(O)CNC(=O)c1ccc2c(c1)OCO2	-0.1	0.3	4	15
CN(C)C(=O)CSc1nnc(-c2ccncc2)o1	0.1	1.0	-15	1
CCOc1cccc(C(=O)NC(=S)Nc2cccnc2)c1	0.0	-0.4	-55	11
CCC1=NN2C(=N)/C(=C/c3ccc(OCCOc4ccc(C)c(C)c4)c(OC)c3)C(=O)N=C2S1	-0.4	1.0	2	-1
COc1cccc(N(CC(=O)NC(C(C)C)C(C)C)S(=O)(=O)c2ccccc2)c1	0.4	3.9	-3	22
O=C1C2C3c4ccccc4C(c4ccccc43)C2C(=O)N1c1nccs1 (stereo unspecified)	0.2	-0.9	2	12
Cc1ccc(S(=O)(=O)N=C2C=C(Br)C(=O)C(Br)=C2)cc1	-0.3	-1.2	9	20
CCCCOC(=O)c1sc2nc3c(c(-c4cccs4)c2c1N)CCC3	0.0	-0.8	-4	4
O=C(c1ccccc1)c1cnc2ccc(F)cc2c1N1CCOCC1	0.1	0.3	-13	3
C/C(=N\NC(N)=O)c1ccc(-n2ccnc2)cc1	-0.1	-0.4	0	-5
O=c1[nH]cnc2c1C(c1ccccc1[N+](=O)[O-])c1c(nc[nH]c1=O)O2	-1.4	0.0	3	-4
O=C(COc1ccccc1)NCc1nnc(SCC(=O)Nc2nccs2)n1-c1cccc(C(F)(F)F)c1	0.0	4.2	1	0
Cc1nc(-c2ccc(C)c(C)c2)c(CC(=O)O)s1	0.0	0.3	0	-9
CCOC(=O)CC(=O)c1sc2c(c1N)c(=O)[nH]c(=O)n2-c1ccc(OC)cc1	0.5	0.5	8	6

Grouped by structure: those above with a CF3 group.
Molecule	FBW7 activator	GPR151 ag	TEAD-YAP inh	MITF inh
O=C(CCC1(Cc2ccco2)CCC(=O)N1)NCc1cc(C(F)(F)F)ccc1F (stereo unspecified)	0.1	0.8	5	4
O=C1CSC(c2c(F)cccc2Cl)N1c1cccc(C(F)(F)F)c1 (stereo unspecified)	0.3	1.5	-3	10
O=C(COc1ccccc1)NCc1nnc(SCC(=O)Nc2nccs2)n1-c1cccc(C(F)(F)F)c1	0.0	4.2	1	0
